procasp3 activ = activates human procaspase-3; AID 463141; activation, % at 8.5 µM; recombinant procaspase-3 D3A, Ac-DEVD-pNA absorbance 405 nm; P42574; 330,000 tested, 0.11% active;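 active = activation above the mean of all tested compounds plus 3 SD, cut at about 21% in these data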;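 note: 0% = DMSO alone and 100% = DMSO wells spiked with extra 5 µM PC-3 D3A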
Target sequence (P42574 whole entry D9A/D28A/D175A): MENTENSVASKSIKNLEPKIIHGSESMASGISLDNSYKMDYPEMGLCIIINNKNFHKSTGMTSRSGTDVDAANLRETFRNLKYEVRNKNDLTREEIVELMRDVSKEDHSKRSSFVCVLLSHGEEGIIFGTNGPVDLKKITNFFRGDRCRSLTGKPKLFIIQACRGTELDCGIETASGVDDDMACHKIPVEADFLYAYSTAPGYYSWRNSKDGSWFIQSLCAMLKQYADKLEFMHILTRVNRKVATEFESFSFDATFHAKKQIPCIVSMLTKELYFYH
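Technique: 405 nm absorbance of p-nitroaniline, reads at 0 and 120 min; Test system: Procaspase-3 D3A mutant; Incubation: 1 h enzyme-compound preincubation, then 2 h substrate reaction, 25 °C; Repeats: singlicate, each compound tested once; Benchmarks: low control DMSO wells, high control DMSO plus 5 µM PC-3 D3A.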
TPT1 inhibitor = C. albicans TPT1 enzyme inhibition; recombinant caTPT1, FP RNA substrate dephosphorylation; inhibition, % at 5 µM; 300,000 tested, 0.81% active;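 active = inhibition above the mean of all tested compounds plus 3 SD, set per screening campaign, cut at about 24% in these data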;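 note: plate controls were DMSO alone for no effect and ferristatin control at 100 nM for full effect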
core dimer inh = HCV core protein dimerization inhibition | TR-FRET GST/Flag-core106 dimerization, 1536-well | inhibition, % at 5 µM | 300,000 tested, 0.33% active | AID 1899;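 active = inhibition above the mean of all tested compounds plus 3 SD, set per screening campaign, cut at about 45% in these data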
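test system = GST/Flag-tagged HCV core106 proteins | probe or stimulus = Eu donor and XL665 acceptor anti-tag antibodies | times = compound-protein-antibody incubation 4 h at 22.5 °C | signal = TR-FRET, excitation 340 nm, emission 617 and 671 nm | measure = percent inhibition of core106 dimerization signal | controls = wells lacking GST-core106 and wells with excess unlabelled core106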
PP1 inh = PP1-alpha (human) inhibition in PP5 counter-screen. purified PP1alpha, OMFP fluorescence. P62136. 320,000 tested, 0.9% active. inhibition, % at 6.7 µM;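 active = inhibition above the mean inhibition of all tested compounds plus 3 SD, computed separately for each screening campaign, cut at about 15% in these data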
PAFAH2 FP inh = inhibitors of human PAFAH2; inhibition, % at 3.39 µM; recombinant PAFAH2, FP-rhodamine activity probe, fluorescence polarization; Q99487; 340,000 tested, 0.99% active;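 active = inhibition above the mean over all tested compounds plus 3 SD, cut at about 30% in these data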;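 note: inhibitors block probe labeling of enzyme so polarization drops; 0% = enzyme with DMSO and 100% = wells lacking PAFAH2 protein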
Fh CTSL1 inh = counter-screen for PFM18AAP inhibitors: inhibitors of F. hepatica cathepsin L1; recombinant F. hepatica cathepsin L1, Z-Leu-Arg-MCA fluorescence; inhibition, % at 5.96 µM; 300,000 tested, 0.49% active;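 active = inhibition above the mean of all tested compounds plus 3 SD, set per screening campaign, cut at about 17% in these data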;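 note: 0% = plate median of test compound wells and 100% = 1 µM Z-Phe-Ala-diazomethylketone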
PP5 inh = inhibitors of human protein phosphatase 5 (PP5). P53041. purified PP5c, OMFP substrate fluorescence. inhibition, % at 6.7 µM. 320,000 tested, 0.18% active. AID 1987;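 active = inhibition above the campaign's mean inhibition across all tested compounds plus 3 SD, cut at about 9.5% in these data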;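 note: 0% = DMSO only and 100% = 100 µM cantharidin control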
Target sequence (P53041 whole entry, looked up): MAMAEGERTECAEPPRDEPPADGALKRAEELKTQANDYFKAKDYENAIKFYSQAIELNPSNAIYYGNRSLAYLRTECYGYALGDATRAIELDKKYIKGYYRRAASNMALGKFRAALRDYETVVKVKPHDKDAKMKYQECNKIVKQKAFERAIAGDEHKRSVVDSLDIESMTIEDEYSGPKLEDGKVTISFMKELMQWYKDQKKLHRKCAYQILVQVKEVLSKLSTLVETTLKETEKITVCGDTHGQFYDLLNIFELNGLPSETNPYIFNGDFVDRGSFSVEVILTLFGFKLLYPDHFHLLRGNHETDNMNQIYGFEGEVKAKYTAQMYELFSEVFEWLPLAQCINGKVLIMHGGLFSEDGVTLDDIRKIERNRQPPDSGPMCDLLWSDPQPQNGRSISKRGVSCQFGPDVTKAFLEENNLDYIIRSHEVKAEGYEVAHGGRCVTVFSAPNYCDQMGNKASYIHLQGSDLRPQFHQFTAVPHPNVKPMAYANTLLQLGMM
AHR activator = activates the human aryl hydrocarbon receptor | P35869 | AHR-responsive luciferase reporter cells, luminescence | 320,000 tested, 2.5% active | activation, % at 5 µM; in the data active = activation above about 47%;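 note: 0% = vehicle wells and 100% = reference agonist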
procasp7 counter = activates human procaspase-7, counter-screen for procaspase-3 activators; recombinant procaspase-7, Ac-DEVD-pNA absorbance 405 nm; D23A/D198A/D206A triple mutant, cannot self-cleave; scale: DMSO 0, 5 µM enzyme 100; P55210; 330,000 tested, 0.093% active; AID 463210; activation, % at 8.5 µM;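 active = percent activation above the screen-wide mean plus 3 SD, cut at about 25% in these data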
Target sequence (P55210 whole entry D23A/D198A/D206A): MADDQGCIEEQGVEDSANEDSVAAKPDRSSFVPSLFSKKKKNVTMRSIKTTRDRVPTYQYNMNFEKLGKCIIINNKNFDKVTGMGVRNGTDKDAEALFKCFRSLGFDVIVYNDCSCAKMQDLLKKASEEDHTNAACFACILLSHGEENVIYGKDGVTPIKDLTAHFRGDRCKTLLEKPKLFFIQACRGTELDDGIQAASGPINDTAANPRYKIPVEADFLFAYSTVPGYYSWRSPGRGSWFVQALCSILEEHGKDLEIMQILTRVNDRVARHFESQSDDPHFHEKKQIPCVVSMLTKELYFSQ
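System: Procaspase-7 triple mutant (PC-7 D3A); measure: % activation from two-timepoint absorbance difference, scaled to controls; times: 1 h compound preincubation, 2 h substrate cleavage, 25 °C; also added: Ac-DEVD-pNA substrate, 400 µM as added; measured by: Epi-absorbance of released pNA at 405 nm, two timepoints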
The depositor's hits bear a star; / = not tested or not shown.

SMILES | procasp3 activ | TPT1 inhibitor | core dimer inh | PP1 inh | PAFAH2 FP inh | Fh CTSL1 inh | PP5 inh | AHR activator | procasp7 counter
O=C(CCCN1C(=O)NC2(CCCC2)C1=O)Nc1ccc(F)cc1 | 4 | / | / | -1 | -5 | / | 0.4 | 2 | 9
CCc1cc2c(=O)[nH]c(-c3ccncc3)nc2s1 | -13 | 29* | -1 | -2 | -4 | 2 | -2.2 | 7 | 4
CCN(CC)S(=O)(=O)c1ccc(N/N=C/c2ccccc2OCC(=O)O)c([N+](=O)[O-])c1 | -5 | -3 | 7 | 2 | 9 | 8 | 3.0 | -1 | -1
S=C(Nc1ccccn1)Nc1ccccc1Cl | -1 | -2 | 0 | 1 | 5 | -1 | -3.6 | 68* | 3
CCOC(=O)c1c(C)[nH]c(C(=O)OCC(=O)NCc2ccc(OC)c(OC)c2)c1C | 3 | / | / | 1 | -8 | / | 0.7 | 4 | 8
CC(NC(=O)CN1CCN(S(=O)(=O)c2ccc(Br)cc2)CC1)c1ccccc1 (stereo not given) | -6 | -4 | -1 | 0 | 3 | -2 | -0.9 | 0 | 1
COc1ccc(C(=O)CC(c2ccccc2)C2C(=O)CCCC2=O)cc1 (stereo not given) | 0 | 0 | 5 | -1 | 7 | 1 | 0.1 | 0 | 16
Cc1ccc(C(=O)C(C)OC(=O)Cn2[nH]c(=O)c3ccccc3c2=O)cc1C (stereo not given) | 5 | -4 | 0 | 1 | -1 | -34 | 0.9 | 2 | 0
C/C=C/C(=O)OCC(=O)NC(=O)NC(C)C | -7 | -3 | -6 | 2 | -5 | -7 | 0.3 | 3 | -2
COc1ccccc1C(CNC(=O)c1ccc(S(=O)(=O)N2CCCCC2)cc1)N(C)C (stereo not given) | 12 | / | / | -4 | -1 | / | 0.6 | -1 | 4
NC(=O)c1ccc(NC(=O)CS(=O)(=O)c2cn(CC(=O)N3CCCCC3)c3ccccc23)cc1 | -3 | -2 | -22 | -1 | -1 | -8 | 3.9 | -1 | 8
NC(=O)COC(=O)/C=C/c1ccc(S(=O)(=O)N2CCCCCC2)cc1 | 3 | -5 | 3 | 5 | 7 | 2 | -1.3 | -2 | -9
COc1ccc(OC)c(NC2=NC3(CCCCC3)N=C(N)N2)c1 | 11 | 1 | 11 | -1 | -6 | 0 | 1.6 | 14 | 4
CCOc1cc(S(=O)(=O)n2cc(-c3ccc(F)cc3)c(N)n2)cc(OCC)c1OCC | -1 | -2 | 6 | 6 | 0 | 2 | 11* | 11 | 0
CC(C)c1cccc(C(C)C)c1NC(=O)CN1C(=O)NC2(CCCC2)C1=O | -2 | 2 | 8 | 3 | 4 | 7 | 2.1 | 0 | 6
Cc1ccc(N2C(=O)N(CC(=O)N3CCOCC3)C(=O)C2C)cc1 (stereo not given) | 6 | 4 | -2 | -5 | 0 | -2 | 4.5 | 1 | 4
Nc1nc(NC(=O)CCC(=O)O)nn1-c1ccccc1 | 12 | -1 | -3 | -1 | 0 | -2 | -1.4 | 4 | 3
Nc1ccccc1Sc1cc(Cl)nnc1Cl | 6 | -4 | -2 | -3 | -2 | 4 | -2.2 | 2 | -10
COc1ccccc1C(C)NC(=O)CCOc1cccc(C)c1 (stereo not given) | 9 | -4 | -1 | -6 | -4 | 5 | 0.7 | 6 | 9
CC1CCCC(C)N1/N=C/c1ccccc1Br (stereo not given) | 5 | 5 | -5 | -4 | 2 | -3 | 2.6 | 4 | 7
COCc1ccc(CN2CCCC(C(=O)Nc3ccc(-c4cscn4)cc3)C2)o1 (stereo not given) | 1 | 0 | 3 | -3 | 3 | 0 | 4.3 | 6 | 5
O=C(CSCc1ccco1)N1CCc2ccccc21 | -7 | 1 | 3 | 1 | -5 | 1 | 0.3 | 8 | 3
CNC(=O)CN1C(=O)C2C3C=CC(C3)C2C1=O (stereo not given) | 1 | -1 | 2 | -1 | 4 | 0 | -0.4 | -1 | 13
CCCCC(=O)NC(Nc1cc(C)ccn1)(C(=O)OCC)C(F)(F)F (stereo not given) | -2 | -2 | 0 | -1 | -1 | 1 | 1.3 | 0 | -1
CCCCCN(C(=O)CCC(=O)OCC(=O)N(C)Cc1ccccc1C)c1c(N)n(CCCC)c(=O)[nH]c1=O | 0 | 1 | 0 | -1 | -2 | 7 | -2.4 | 2 | 6
O=C(Oc1ccccc1N1C(=O)C2CCCCC2C1=O)c1ccccc1 (stereo not given) | 4 | -3 | 1 | 1 | -8 | -1 | -1.6 | -2 | 6
C=CCNC(=O)c1onc(CSc2cccc(OC)c2)c1C(=O)O | 2 | -1 | -4 | -2 | 8 | -2 | 1.4 | 3 | 10
CC(=O)N1c2ccc(S(=O)(=O)N3CCCC(C(=O)Nc4ccc(C)cc4C)C3)cc2CC1C (stereo not given) | 3 | 2 | -3 | -7 | 4 | -6 | -1.2 | 1 | 5
CC/C(=N\NC(=O)c1nnn(-c2nonc2N)c1-c1ccc2c(c1)OCO2)c1ccccc1 | 12 | -2 | 14 | -1 | 3 | -1 | 0.8 | 2 | 0
CN(C)Cc1c(O)ccc2c(=O)c(-c3ccc(Cl)cc3)coc12 | 0 | 3 | 6 | 0 | 1 | 8 | 1.2 | 66* | 2
CCCc1cc(-c2n[nH]c(=S)n2-c2cccc(C)c2)cs1 | -15 | 4 | 4 | 1 | 3 | 0 | 4.1 | -1 | -16
Cc1cccc(CCNC(=O)c2cc(S(=O)(=O)N3CCCC3)cn2C)c1 | -2 | 0 | 6 | -4 | 0 | 6 | -1.7 | 4 | -2
CN(C)c1ccc(/C=N/NC(N)=S)cc1[N+](=O)[O-] | 3 | 0 | -9 | -3 | -5 | 19* | -0.3 | 2 | -9
O=C(CSc1nnc(NC(=O)C2CC2)s1)Nc1ccc(F)cc1F | 4 | 3 | -1 | -3 | -1 | 2 | -0.5 | 0 | -1
O=C(NCCOc1ccccc1F)c1cc([N+](=O)[O-])ccc1N1CCOCC1 | 0 | -3 | -1 | -1 | -1 | 4 | -1.3 | -1 | -6
CCOc1ncccc1C(=O)Nc1cccc(S(=O)(=O)NC2=NCCC2)c1 | 0 | / | / | -6 | 2 | / | -2.2 | 1 | 2
CC(=O)OCC1(C)CN(c2ccccc2)N(C(=O)c2ccc(F)cc2)C1=O (stereo not given) | 4 | -1 | -2 | -2 | -2 | 1 | 0.1 | -1 | 13
CCCn1c(SCC(=O)Nc2nnc(CC)s2)nnc1-c1ccncc1 | -2 | 4 | 2 | -4 | 4 | -2 | 0.3 | -1 | 3
COC(=O)c1cc(S(=O)(=O)Nc2ccc(C)cn2)c[nH]1 | 3 | -2 | 2 | -4 | 8 | 0 | -0.9 | 1 | -5
COc1ccccc1C(=O)NC(=O)COc1ccc([N+](=O)[O-])cc1 | -7 | 2 | 0 | -5 | 6 | 0 | 2.5 | -3 | 11
CC(=O)Oc1cccc(N2C(=O)C3C4C=CC(C4=C(C)C)C3C2=O)c1 (stereo not given) | -28 | 3 | 2 | -3 | -13 | -26 | 1.0 | 5 | -32
Cc1cc(=O)n2[nH]c(-c3cccnc3)nc2n1 | -3 | 2 | -2 | -1 | / | 3 | 0.6 | -1 | -2
FC(F)(F)c1cccc(Cc2noc(CN3CCCCC3c3ccccn3)n2)c1 (stereo not given) | -5 | -1 | 0 | 1 | 3 | 5 | -0.5 | 1 | -4
Cc1cccc(NC(=O)CSc2nnc3ccc(-c4ccccn4)nn23)c1 | 1 | -1 | -9 | -2 | 6 | 1 | -1.8 | 18 | 2
Cc1cccc(C)c1NC(=O)CNC(=O)c1cn(-c2ccccc2)nc1-c1ccccc1 | -9 | -2 | 10 | 1 | 3 | -3 | 3.6 | 2 | 1
CCCCn1c(N)c(N(CC)C(=O)c2ccc(Cl)c(Cl)c2)c(=O)[nH]c1=O | 8 | -2 | 0 | 1 | -12 | 2 | -0.9 | -2 | 2
Cc1ccc(S(=O)(=O)N(C)CC(=O)OCc2nnc(-c3ccccc3)o2)cc1 | 0 | -1 | 1 | 2 | 1 | -31 | 0.3 | 1 | 16
CCSc1ccccc1C(=O)NCc1ccc2c(c1)OCO2 | 7 | -3 | -15 | -11 | -4 | 1 | -3.1 | 29 | 1
O=c1oc2cc(Oc3ccc(C(F)(F)F)cc3[N+](=O)[O-])ccc2c2c1CCC2 | 3 | -4 | 10 | -1 | 1 | 3 | 3.1 | 22 | -4
c1ccc(CCC2CCCCN2Cc2cn[nH]c2-c2cc3ccccc3o2)nc1 (stereo not given) | -4 | -4 | -4 | -1 | 2 | 8 | 0.1 | 4 | 1
CCOCCn1c(N2CCN(c3ccccc3)CC2)nc2c1c(=O)n(C)c(=O)n2C | -2 | 3 | -10 | 3 | 3 | 1 | -1.2 | 1 | 2
NC(=O)/C(=C\c1ccccc1)NC(=O)c1ccc(NC(=O)c2ccccc2)cc1 | 14 | 1 | 6 | -5 | 5 | -1 | 0.2 | 1 | 24
CC(C)c1nnc(NC(=O)COc2ccc3ccccc3c2)s1 | 3 | 1 | -7 | 0 | -2 | 2 | 0.7 | 1 | 3
Cc1cc(C)nc(N2CCCC(C(=O)NC3CCCC3)C2)n1 (stereo not given) | -1 | 1 | -1 | -2 | 4 | -3 | 0.6 | -3 | -5
Cc1ccccc1NC(=O)C1C2CCCCC21 (stereo not given) | 0 | 1 | 9 | 0 | 8 | 7 | 0.8 | 3 | -1
COc1cc(/C=C2/C(=N)N3C(=NC2=O)SN=C3S(C)(=O)=O)ccc1OS(=O)(=O)c1ccc(C)cc1 | -6 | 19 | 30 | 0 | -3 | -2 | 0.4 | 2 | 4
Cc1ccc(OCCn2c(=O)sc3ccccc32)cc1 | -3 | -3 | -5 | 1 | 0 | 2 | 2.1 | 37 | 15
CCOc1ccc(-c2nnn(CC(=O)N3CCN(c4ccc(OC)cc4)CC3)n2)cc1OCC | 0 | 1 | 8 | -2 | 6 | 1 | 1.6 | 6 | 4
CCn1c(Sc2ccc(N)cc2Cl)nc2ccccc21 | 5 | -4 | 11 | -1 | 1 | -16 | 3.0 | 5 | 2

5 entries from above, ordered by SMILES length, descending.
SMILES | procasp3 activ | TPT1 inhibitor | core dimer inh | PP1 inh | PAFAH2 FP inh | Fh CTSL1 inh | PP5 inh | AHR activator | procasp7 counter
COc1cc(/C=C2/C(=N)N3C(=NC2=O)SN=C3S(C)(=O)=O)ccc1OS(=O)(=O)c1ccc(C)cc1 | -6 | 19 | 30 | 0 | -3 | -2 | 0.4 | 2 | 4
CCCCn1c(N)c(N(CC)C(=O)c2ccc(Cl)c(Cl)c2)c(=O)[nH]c1=O | 8 | -2 | 0 | 1 | -12 | 2 | -0.9 | -2 | 2
NC(=O)/C(=C\c1ccccc1)NC(=O)c1ccc(NC(=O)c2ccccc2)cc1 | 14 | 1 | 6 | -5 | 5 | -1 | 0.2 | 1 | 24
Cc1ccc(S(=O)(=O)N(C)CC(=O)OCc2nnc(-c3ccccc3)o2)cc1 | 0 | -1 | 1 | 2 | 1 | -31 | 0.3 | 1 | 16
CCSc1ccccc1C(=O)NCc1ccc2c(c1)OCO2 | 7 | -3 | -15 | -11 | -4 | 1 | -3.1 | 29 | 1
